High-throughput results: PubChem, several laboratories
FAS-TE inh: blocks the thioesterase domain of human fatty acid synthase; recombinant FAS-TE, OMFH fluorogenic substrate, fluorescence endpoint; AID 602261; P49327; inhibition, % at 15 µM; hit rate 0.67% among 360,000;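 active = compounds whose normalised, plate-corrected inhibition of enzyme fluorescence in the single-dose primary screen is 50% or more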;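 note: 0% = DMSO with enzyme and 100% = substrate without enzyme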
NRP1-CendR mod: modulators of CendR peptide binding to human neuropilin-1; inhibition, % at 25 µM; FAM-RPARPAR peptide binding to NRP-1, fluorescence polarization; AID 602438; O14786; hit rate 0.85% among 360,000;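 active = inhibition or corrected inhibition above about 18%, plus a signal ratio from 0.5 to 1.5, limit read from the data, passing the limit was not always enough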; note: strong numbers were not always called active
MLLE-PAM2 inh: inhibitors of microRNA-mediated deadenylation, human PABP1 MLLE binding | GST-MLLE / FITC-PAM2 fluorescence polarization | inhibition, % at 20 µM | hit rate 0.36% among 360,000 | AID 588489; in the data active = inhibition above about 35%, passing the limit was not always enough;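 note: plate controls were DMSO wells with GST-MLLE for no effect and wells lacking GST-MLLE protein for full effect; some results filed as inactive read as strong as hits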
Neddyl block: cullin neddylation inhibition; P61081+Q13564; TR-FRET cullin neddylation, biochemical; calls only at 25 µM; hit rate 0.58% among 360,000; in the data active = inhibition above about 36%
SKN-1 inh: blocks SKN-1 activity in C. elegans; hit rate 0.49% among 360,000; AID 624304; inhibition, % at 21.8 µM; C. elegans VP596 Pgst-4::GFP/RFP ratio, acrylamide-induced, 24 h;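 active = interference check ratio from 0.5 to 1.5 plus GFP to RFP signal ratio inhibition reaching or exceeding a fixed threshold, cut at about 30% in these data, passing the limit was not always enough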; note: some compounds called inactive have numbers as strong as hits
Rin1-Abl PPI inh: inhibitors of human Rin1-Abl protein interaction; TR-FRET Rin1/Abl binding, biochemical; hit rate 0.4% among 360,000; inhibition, % at 7.35 µM; P00519+Q13671; in the data active = inhibition above about 5%, passing the limit was not always enough
bovine MsrA act: bovine methionine sulfoxide reductase A activation; purified bovine MsrA, absorbance read-out; activation, % at 10.6 µM; hit rate 0.3% among 360,000; AID 602163; in the data active = activation above about 7.5%;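 note: 0% = vehicle and 100% = reference activator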
MT1-MMP act inh: blocks activation of human MT1-MMP; GFP/RFP ratio change, % at 20 µM; hit rate 0.061% among 360,000; HT1080 RFP-PRO-GFP cells, GFP/RFP ratio fluorescence, overnight; percent of plate control window, DMSO zero;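 active = GFP/RFP ratio change of at least 30% with cell ATP level not reduced by more than half and red fluorescence within 50% of control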; note: strong numbers were not always called active
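Material: RFP-PRO-GFP reporter HT1080 cells. Dosing: single-point 20 µM compound, 1% DMSO. Controls: DMSO and RFP-L50D-GFP cell wells. Timing: cells overnight before dosing, compound overnight, 37 °C, 5% CO2. Measure: GFP/RFP fluorescence ratio.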
E coli Lon inh: E. coli protease La inhibition; P0A9M0; purified E. coli Lon protease, fluorescence polarization; inhibition, % at 7.94 µM; hit rate 0.42% among 360,000; in the data active = inhibition above about 13%, passing the limit was not always enough;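 note: 0% = enzyme with probe and DMSO and 100% = no enzyme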
Numbers without * were called inactive; i = inactive; · = no result given; & = joins results of further samples.

Start of the data: the first 13 records (preview)
molecule | FAS-TE inh | NRP1-CendR mod | MLLE-PAM2 inh | Neddyl block | SKN-1 inh | Rin1-Abl PPI inh | bovine MsrA act | MT1-MMP act inh | E coli Lon inh
CCOC(=O)c1cc2c(=O)n3cccc(C)c3nc2n(CC2CCCO2)c1=NC(C)=O (configuration not stated) | 5&-5 | 8&7 | -12&-4 | · | 6&10 | -2&-2 | -2&2 | 1&6 | 5&7
Cc1nc2ccc(NC(=S)NC3CC3)cc2nc1C | -4 | -4 | 4 | i | -2 | 0 | -2 | 2 | -15
C=CCc1ccccc1OCCOc1ccc([N+](=O)[O-])cc1/C=N/NC(N)=O | 5 | 9 | 9 | i | 5 | 3 | -5 | 2 | 5
O=C(COc1ccc(C(=O)c2ccccc2)cc1)NC1CCCCC1 | -8 | 2 | 4 | i | 11 | 2 | -1 | 1 | 4
CCc1ccccc1NC(=O)Cn1nc(C)n2cccc2c1=O | -6 | 14 | -15 | i | 18 | -4 | -1 | -2 | -6
COc1cccc(CN(C)C(=O)c2ccc(S(=O)(=O)Nc3ccccc3F)cc2)c1OC | -3 | -9 | 4 | i | 14 | 6 | -6 | 2 | -13
CC1CC(C)CN(C(=O)CCC(=O)Nc2nnc(C3CCCCC3)s2)C1 (configuration not stated) | -1 | -4 | 2 | i | 1 | 2 | -5 | -1 | -3
C=CCNC(=O)COC(=O)COc1ccc(Cl)cc1 | -6 | -9 | 6 | i | -6 | -1 | -4 | 0 | 1
CCC(NS(=O)(=O)c1ccc2c(c1)Cc1cc(S(=O)(=O)NC(CC)C(=O)O)ccc1-2)C(=O)O (configuration not stated) | -7 | -6 | 0 | i | -7 | 1 | 4 | 4 | -3
Cc1noc(C)c1COc1ccccc1C(=O)NNC(=O)c1ccccc1F | -3 | -1 | 3 | i | -8 | 2 | -2 | 4 | 4
NC(=O)COc1ccc(NC(=O)OCc2ccccc2)cc1 | -9 | 4 | 6 | i | 14 | 1 | -7 | 1 | -13
O=C(COC(=O)c1c(Cl)cccc1Cl)NCc1cccs1 | 3 | -1 | 1 | i | 33 | 1 | -3 | 0 | -3
COc1ccc(C(C)=O)c(OC(=O)c2ccco2)c1 | 1 | 6 | 8 | i | 3 | 3 | 0 | 0 | 2

This part in full (from the top)
molecule | FAS-TE inh | NRP1-CendR mod | MLLE-PAM2 inh | Neddyl block | SKN-1 inh | Rin1-Abl PPI inh | bovine MsrA act | MT1-MMP act inh | E coli Lon inh
CCOC(=O)c1cc2c(=O)n3cccc(C)c3nc2n(CC2CCCO2)c1=NC(C)=O (configuration not stated) | 5&-5 | 8&7 | -12&-4 | · | 6&10 | -2&-2 | -2&2 | 1&6 | 5&7
Cc1nc2ccc(NC(=S)NC3CC3)cc2nc1C | -4 | -4 | 4 | i | -2 | 0 | -2 | 2 | -15
C=CCc1ccccc1OCCOc1ccc([N+](=O)[O-])cc1/C=N/NC(N)=O | 5 | 9 | 9 | i | 5 | 3 | -5 | 2 | 5
O=C(COc1ccc(C(=O)c2ccccc2)cc1)NC1CCCCC1 | -8 | 2 | 4 | i | 11 | 2 | -1 | 1 | 4
CCc1ccccc1NC(=O)Cn1nc(C)n2cccc2c1=O | -6 | 14 | -15 | i | 18 | -4 | -1 | -2 | -6
COc1cccc(CN(C)C(=O)c2ccc(S(=O)(=O)Nc3ccccc3F)cc2)c1OC | -3 | -9 | 4 | i | 14 | 6 | -6 | 2 | -13
CC1CC(C)CN(C(=O)CCC(=O)Nc2nnc(C3CCCCC3)s2)C1 (configuration not stated) | -1 | -4 | 2 | i | 1 | 2 | -5 | -1 | -3
C=CCNC(=O)COC(=O)COc1ccc(Cl)cc1 | -6 | -9 | 6 | i | -6 | -1 | -4 | 0 | 1
CCC(NS(=O)(=O)c1ccc2c(c1)Cc1cc(S(=O)(=O)NC(CC)C(=O)O)ccc1-2)C(=O)O (configuration not stated) | -7 | -6 | 0 | i | -7 | 1 | 4 | 4 | -3
Cc1noc(C)c1COc1ccccc1C(=O)NNC(=O)c1ccccc1F | -3 | -1 | 3 | i | -8 | 2 | -2 | 4 | 4
NC(=O)COc1ccc(NC(=O)OCc2ccccc2)cc1 | -9 | 4 | 6 | i | 14 | 1 | -7 | 1 | -13
O=C(COC(=O)c1c(Cl)cccc1Cl)NCc1cccs1 | 3 | -1 | 1 | i | 33 | 1 | -3 | 0 | -3
COc1ccc(C(C)=O)c(OC(=O)c2ccco2)c1 | 1 | 6 | 8 | i | 3 | 3 | 0 | 0 | 2
COc1ccc(/C=C2/C(=O)N(c3ccccc3)N=C2C)cc1 | -2 | -9 | 3 | i | 2 | 8.1* | 1 | 2 | 7
O=C(COC(=O)c1ccc(Br)c(S(=O)(=O)N2CCOCC2)c1)NCC1CCCO1 (configuration not stated) | -9 | 6 | -1 | i | 14 | -1 | 3 | 1 | 2
CCCS(=O)(=O)N1CCCC(C(=O)NCCCN(CC)c2cccc(C)c2)C1 (configuration not stated) | -3 | -8 | -1 | i | -13 | 4 | 5 | 4 | -4
COC(=O)c1[nH]c2c(c1C)C(=O)CC(c1cc(OC)ccc1OC)C2 (configuration not stated) | -2 | 2 | -4 | i | 16 | 1 | 9.9* | 2 | -6
COc1ccccc1NS(=O)(=O)c1ccc(C)c(C(=O)Nc2ccc(S(=O)(=O)Nc3onc(C)c3C)cc2)c1 | -2 | 33* | 6 | i | -19 | 0 | 0 | 3 | -9
COc1ccc(CCN2CCCC(CN(C)C(=O)c3cc(C)oc3C)C2)cc1 (configuration not stated) | -7 | -1 | -5 | i | 7 | 1 | -1 | -3 | -2
CC(C1CC2CCC1C2)n1c(-c2cccs2)n[nH]c1=S (configuration not stated) | 7 | 10 | 8 | · | -4 | -1 | -6 | 3 | -7
Cc1c(C(=O)NCc2ccc(C#N)cc2)sc(=O)n1Cc1ccccn1 | -3 | 2 | -1 | i | -19 | 0 | -8 | 3 | 4
CC(=O)Nc1ccc(S(=O)(=O)n2cnc(C)c2)cc1 | -4 | 4 | -3 | i | 3 | -1 | -9 | 2 | -2
COc1cccc(CNC(=O)C2CCN(S(=O)(=O)c3cccs3)CC2)c1 | -2 | 2 | 16 | i | -2 | 3 | -7 | -3 | -9
COc1ccc([C@H]2CC(=O)C=C(c3ccc(C)c(F)c3)C2)cc1 | 21 | 4 | -8 | i | 6 | -1 | -3 | 7 | 4
COCc1nnc(NC(=O)CCSc2ccccc2)s1 | -6 | 0 | 2 | i | 4 | 1 | -1 | -1 | -10
Cc1ccc(C(=O)NNC(=O)C(C)Oc2ccccc2F)cc1S(=O)(=O)N1CCOCC1 (configuration not stated) | -2 | 21 | 10 | i | -16 | 0 | -9 | 9 | 9
O=C(c1cccc([N+](=O)[O-])c1)N1CCN(c2cccc(Cl)c2)CC1 | 30 | 2 | 3 | i | 0 | -2 | -6 | 1 | -4
Cc1cccc(N=C2NC(=O)/C(=C/c3cccn3C)S2)c1C | 2 | -75 | -62 | i | 41* | -4 | -4 | -31 | -81
O=C(O)c1ccc(N2C(=O)c3ccccc3C2=O)cc1[N+](=O)[O-] | -9 | 3 | 5 | i | 1 | 1 | -7 | 10 | 11
Cc1cccc(Nc2ncnc3onc(-c4cccc(Cl)c4)c23)c1C | 23 | -5 | -7 | i | 0 | 1 | -2 | -9 | 8
Cc1ccc(C(=O)N2CCN(c3ncccn3)CC2)c(C)c1 | -3 | 13 | 6 | i | 8 | -2 | -1 | -5 | 5
CC1CCCCN1CCCNC(=O)c1ccc2c(=O)n(CCc3ccccc3)c(=O)[nH]c2c1 (configuration not stated) | -6 | 0 | -3 | i | -2 | 4 | 2 | -2 | -11
CCOc1cc(Cl)c(S(=O)(=O)NCCCn2ccnc2)cc1Cl | 3 | 3 | -6 | i | 5 | -2 | -2 | -1 | -1
COc1ccc(-c2c3c(cc4ncn(Cc5ccccc5)c24)COC3=O)cc1 | 46 | -2 | -11 | · | 10 | 2 | -9 | -11 | -8
Cc1ccc(N2CC(C)Cn3c2nc2c3c(=O)n(CC(=O)OCc3ccccc3)c(=O)n2C)cc1C (configuration not stated) | 54* | 0 | 3 | i | 13 | -2 | -2 | -3 | 2
CC(=O)COc1ncn(-c2ccccc2)n1 | -4 | 2 | -4 | i | -18 | 2 | 0 | 5 | 2
FC(F)(F)c1cnc(N2CCSCC2)c(Cl)c1 | -1 | 10 | -2 | i | -10 | 1 | -3 | 2 | 7
Cc1ccc(-n2c(=S)sc3c(=O)n(-c4ccccc4F)c(SCC(=O)O)nc32)cc1C | -5 | 6 | -4 | i | 17 | 1 | -12 | 5 | 0
O=C1NC(C(F)(F)F)(C(F)(F)F)N=C2SC=CN12 | -3 | 0 | 7 | i | -8 | 1 | -1 | 0 | 2
CCC1(C(=O)NC(=Nc2ccccc2)Nc2ccccc2)CCOC1=O (configuration not stated) | -2 | -7 | 11 | i | -19 | 2 | -1 | 2 | 4
CC(C)N1CCc2c(sc(NC(=O)C3CCCCC3)c2C(N)=O)C1 | -6 | -2 | 0 | i | 12 | -2 | 1 | -10 | -8
CCOC(=O)c1c(NC(=O)Cc2cccs2)sc(C)c1C | 22 | -9 | 16 | i | 16 | 1 | -2 | -5 | -1
CN(C)c1ccc(NC(=O)C(=O)NCCOc2ccccc2)cc1 | 3 | 3 | -3 | i | -7 | -2 | -1 | 5 | -10
CCCNC(=O)COC(=O)c1cc(SC)ccc1Cl | -10 | 16 | -1 | i | 15 | -2 | -10 | -14 | -4
Cc1c(NC(=O)N2CCCCCC2)c(=O)n(-c2ccccc2)n1C | -10 | -2 | -10 | i | -12 | 2 | 8.4* | 1 | -4
CC(=O)Nc1ccc(SCc2ncc(-c3ccccc3)o2)cc1 | 3 | 7 | 27 | i | -3 | 1 | -2 | -1 | -6
Cc1cc2c(cc(C(=O)OC(C(=O)NC3CCCCC3)C(C)C)n2C)o1 (configuration not stated) | 15 | -11 | 2 | i | 5 | 1 | -1 | -8 | 1
COCCCNC(=O)c1ccc2c(=O)n(Cc3ccc(Cl)cc3)c(=S)[nH]c2c1 | -5 | 6 | -78 | i | -6 | 0 | -12 | 6 | 15

Marked active in NRP1-CendR mod, among the entries above:
structure | NRP1-CendR mod | MLLE-PAM2 inh | Neddyl block | SKN-1 inh | Rin1-Abl PPI inh | bovine MsrA act | MT1-MMP act inh | E coli Lon inh
COc1ccccc1NS(=O)(=O)c1ccc(C)c(C(=O)Nc2ccc(S(=O)(=O)Nc3onc(C)c3C)cc2)c1 | 33* | 6 | i | -19 | 0 | 0 | 3 | -9

Continuation.
molecule | FAS-TE inh | NRP1-CendR mod | MLLE-PAM2 inh | Neddyl block | SKN-1 inh | Rin1-Abl PPI inh | bovine MsrA act | MT1-MMP act inh | E coli Lon inh
O=C(CCN1C(=O)c2ccccc2S1(=O)=O)Nc1ccc(F)c(F)c1F | 0 | -1 | 2 | i | 6 | 5 | -6 | -1 | 5
C/C(=N\NC(=O)c1cccc(S(=O)(=O)N2CCOCC2)c1)c1ccc(C#N)cc1 | -3 | 0 | 6 | i | 11 | -2 | -4 | 1 | -18
CC(C)N(C(=O)C[n+]1ccc(/C=N/O)cc1)C(C)C | -5 | 0 | 10 | i | 0 | 8 | -1 | -1 | -276
CN(C(=O)COC(=O)c1cc[n+]([O-])cc1)c1ccccc1 | -6 | 6 | -13 | i | 6 | 3 | -2 | -1 | -17
COCCNC(=O)COc1cc(=O)n(C)c2ccccc12 | -7 | -4 | -16 | i | -4 | 0 | -9 | -4 | -5
